Screening results from PubChem BioAssay.
MITF TRPM1 HTS – activators of MITF-driven TRPM1 promoter reporter, primary screen, cell-based, SK-MEL-5, luciferase, single point. SK-MEL-5 TRPM1-promoter luciferase, 24 h; % of positive control, neutral wells = 0. activation, % at 12.5 µM. hit rate 0.75% among 300,000. AID 588334, 2011;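 active means mean activation of at least 80% with every replicate also reaching 80%; inconclusive means mean reaches 80% but some replicate falls short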;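 further: 0% = neutral control wells and 100% = parthenolide positive control wells; values of inactives mirror those of a sister screen read the other way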
HTR5A ag – HTR5A agonists in luminescence cell assay, primary screen, counter-screen for OPRM1-OPRD1 heterodimer agonist project, full-deck HTS | 5-hydroxytryptamine receptor 5A (Homo sapiens), P47898 | cell-based | hit rate 0.61% among 340,000 | activation, % at 9.3 µM; in the data active means activation mostly above about 9.5%, no sharp cut-off; inactive means mostly below about 7.6%;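 further: 0% = cells with vehicle only and 100% = reference agonist; strong numbers were not always called active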
V-ATPase pHluor – regulators of yeast V-ATPase proton pumping, primary screen, pHLuorin cytosolic pH fluorescence; S. cerevisiae; response, % at 10 µM; hit rate 0.37% among 350,000; in the data active means response mostly above about 7.3%, no sharp cut-off; inactive means mostly below about 5.4%; further: actives read high; inactives centre near 0; some compounds called inactive have numbers as strong as hits; reference of the scale not given here
Wnt bcat act – Wnt/beta-catenin pathway activators, primary screen, cell-based, plate reader, single point | AID 743398, 2014 | hit rate 1.2% among 300,000 | activation, % at 9.35 µM | Wnt/beta-catenin reporter cell assay, activator; in the data active means activation above about 30%, passing the limit was not always enough; inconclusive means no clear call, values can overlap the other calls;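 further: 0% = neutral control wells and 100% = positive control wells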
dFosB activator – activators of delta FosB homodimer, primary screen, biochemical, fluorescence polarization, TAMRA-CDK5 oligo, single point; purified delta FosB; percent of positive-control signal above neutral wells; activation, % at 25 µM; hit rate 0.99% among 340,000; Protein FosB (Mus musculus), P13346;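 active means mean activation above about 17%, with every replicate also reaching it, limit read from the data, passing the limit was not always enough; inconclusive means only one of the two conditions met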;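 further: fluorescence polarization rise as delta FosB binds a TAMRA Cdk5 AP-1 oligo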
Target sequence (P13346 whole entry, looked up): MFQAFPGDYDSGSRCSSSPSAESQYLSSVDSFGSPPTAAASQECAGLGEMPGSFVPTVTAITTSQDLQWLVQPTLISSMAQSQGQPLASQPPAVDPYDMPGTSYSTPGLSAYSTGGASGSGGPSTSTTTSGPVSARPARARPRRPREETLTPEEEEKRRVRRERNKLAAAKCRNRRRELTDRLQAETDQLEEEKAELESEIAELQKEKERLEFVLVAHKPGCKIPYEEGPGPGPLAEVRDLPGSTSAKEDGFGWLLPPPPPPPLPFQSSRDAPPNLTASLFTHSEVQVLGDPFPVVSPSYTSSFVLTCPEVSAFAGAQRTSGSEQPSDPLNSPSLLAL
CDK5 inh – inhibitors of human CDK5/p35 kinase, primary screen, biochemical, single concentration. Cyclin-dependent kinase 5 (Homo sapiens) + Cyclin-dependent kinase 5 activator 1 (Homo …. Recombinant CDK5/p35, ADP-Glo luminescence, 60 min. inhibition, % at 10 µM. hit rate 0.01% among 330,000;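 active means highest replicate inhibition of at least 50% and at least 75% of replicates reaching 50%; inconclusive means only one of the two criteria met; inactive means both criteria failed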;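 further: plate controls were DMSO neutral control for no effect and GW8510 at 10 µM for full effect; many of its hits are not listed in these tables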
Target sequence (Q00535 whole entry, looked up): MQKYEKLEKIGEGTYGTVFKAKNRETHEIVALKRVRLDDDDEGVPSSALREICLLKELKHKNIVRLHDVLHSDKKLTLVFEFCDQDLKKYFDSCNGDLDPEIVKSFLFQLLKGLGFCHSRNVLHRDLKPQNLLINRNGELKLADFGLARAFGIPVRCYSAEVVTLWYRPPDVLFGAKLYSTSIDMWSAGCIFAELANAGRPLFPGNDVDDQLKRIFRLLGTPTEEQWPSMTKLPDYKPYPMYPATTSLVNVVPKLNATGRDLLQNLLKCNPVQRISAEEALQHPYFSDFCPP
Target sequence (Q15078 whole entry, looked up): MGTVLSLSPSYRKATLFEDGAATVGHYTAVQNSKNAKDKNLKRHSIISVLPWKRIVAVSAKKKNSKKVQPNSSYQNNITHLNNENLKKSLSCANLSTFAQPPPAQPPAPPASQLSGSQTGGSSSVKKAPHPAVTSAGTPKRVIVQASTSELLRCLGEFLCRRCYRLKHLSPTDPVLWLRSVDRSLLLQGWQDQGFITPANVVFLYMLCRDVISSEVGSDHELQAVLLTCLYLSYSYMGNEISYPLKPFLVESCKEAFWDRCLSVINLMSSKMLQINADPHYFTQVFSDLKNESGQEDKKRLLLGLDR
SR-BI DiI inh – inhibitors of SR-BI mediated HDL lipid uptake, primary screen, ldlA[mSR-BI] cells, fluorescence, single point. AID 488896, 2010. hit rate 0.96% among 320,000. Scavenger receptor class B member 1 (Mus musculus), Q61009. ldlA[mSR-BI] CHO cells, DiI-HDL uptake fluorescence, 3 h. inhibition, % at 12.5 µM;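 active means mean replicate inhibition of at least 70% and a set share of replicates each scoring 70 or more; inconclusive means meets just one of the two criteria; inactive means fails both criteria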;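 further: 0% = median of neutral control wells and 100% = median of positive control wells; values of inactives mirror those of a sister screen read the other way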
HTR5A inv ag – HTR5A inverse agonists in luminescence cell assay, primary screen, counter-screen for OPRM1-OPRD1 heterodimer inverse agonist project, full-deck HTS. 5-hydroxytryptamine receptor 5A (Homo sapiens), P47898. HTR5A cell line, inverse agonism. inhibition, % at 9.3 µM. hit rate 0.083% among 340,000. AID 504634, 2011; in the data active means inhibition mostly above about 23%, no sharp cut-off; inactive means mostly below about 18%;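 further: 0% = cells with DMSO and 100% = no-cell wells with DMSO; some compounds called inactive have numbers as strong as hits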
PvdQ inh – P. aeruginosa PvdQ acylase inhibitors, primary screen, biochemical, fluorescence, plate reader and imaging, single point; PvdQ acylase [Pseudomonas aeruginosa LESB58]; purified PvdQ acylase; inhibition, % at 10 µM; hit rate 0.063% among 340,000; AID 488965, 2010; in the data active means inhibition above about 30%, passing the limit was not always enough; inconclusive means no clear call, values can overlap the other calls;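 further: 0% = vehicle neutral wells and 100% = reference inhibitor wells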
NSD2 HMT inh – NSD2 histone methyltransferase inhibitors, primary screen, biochemical, AlphaScreen, single concentration, set 2 | inhibition, % at 12.5 µM | Histone-lysine N-methyltransferase NSD2 (Homo sapiens), O96028 | hit rate 0.54% among 310,000 | NSD2 peptide methylation, 120 min; in the data active means inhibition above about 50%
Numbers without * were called inactive; i = inactive; ? = inconclusive; . = not tested or not shown. Rows are unselected; about 5% have a hit in one of these screens.

SMILES	MITF TRPM1 HTS	HTR5A ag	V-ATPase pHluor	Wnt bcat act	dFosB activator	CDK5 inh	SR-BI DiI inh	HTR5A inv ag	PvdQ inh	NSD2 HMT inh
CCCn1c(NC(=O)CN2C(=O)NC3(CCCC3)C2=O)nc2ccccc21	5	0	6	4	-10	-5.8	-8	7	-14	-5
CC(C)(C)NC(=O)CSc1nccn1Cc1ccccc1	-10	-3	-3	.	-5	0.4	8	16	-5	6
Cc1cc(N2CCN(c3nc(-c4ccccc4)cs3)CC2)c2ccccc2n1	3	-1	1	-2	9	0.3	23	-43	-3	-3
CNCCOc1ccc(Cl)c(Cl)c1	0	6	-2	-14	0	0.9	-7	28	-16	41
O=C(NCc1ccc(F)cc1)C(=O)NCC(c1ccco1)N1CCOCC1 (centres undefined)	-3	0	-4	-1	1	0.7	.	-31	-6	-1
Cn1c(=O)n(C)c2cc([N+](=O)[O-])c(N3CCN(C(=O)C(C)(C)C)CC3)cc21	-1	-1	2	-1	-1	1.0	-8	4	-6	8
COc1ccc([N+](=O)[O-])cc1N(CC(O)CN1CCCCC1)S(=O)(=O)c1ccc(C)cc1 (centres undefined)	-2	-10	-3	.	2	0.1	-16	-9	9	4
CC1CCCCN1C(=O)c1c(Cl)cnn1C (centres undefined)	-1	1	1	1	-1	-3.9	-17	-5	-14	-2
CN(C)C(=O)Cn1cc(S(=O)(=O)Cc2ccccc2)c2ccccc21	-8	0	1	-4	1	0.1	-16	0	-4	-3
COc1ccc(S(=O)(=O)N2CCN(CC(=O)Nc3cc(OC)cc(OC)c3)CC2)cc1	-4	14	4	.	-9	-3.9	13	-35	-9	-1
NC(=O)C1CCN(c2nc(-c3ccc(Br)cc3)cs2)CC1	11	0	2	15	0	-3.2	-14	-8	-16	-2
CSc1c(CC(=O)Nc2ccc(F)cc2)n(Cc2ccccc2)c2ccccc12	1	7	-2	-1	2	-1.9	28	20	-1	-1
CCOC(=O)C1(CCc2ccccc2)CCN(C(=O)c2occc2C)CC1	8	-4	0	2	-1	0.1	-1	11	-15	1
CC(/C=N/NC(=O)c1ccc(CN2c3cccc4cccc(c34)S2(=O)=O)cc1)c1ccccc1 (centres undefined)	-1	1	1	-3	-12	-5.7	-18	-7	-12	-1
Cc1cc(C)c2cc(CN(CCN(C)C)C(=O)Nc3ccccc3Cl)c(=O)[nH]c2c1	8	3	-1	0	-10	-0.8	4	18	-14	-1
O=C(c1ccccc1NS(=O)(=O)c1ccc(Br)s1)N1CCOCC1	.	0	-1	-4	0	-1.2	-9	-29	-17	0
CCCC(=O)Nc1ccc(N2CCOCC2)cc1	11	-2	2	.	-3	-2.4	-28	-7	-8	-2
COc1ccc(C(=O)Nc2sc3c(c2C(=O)NCc2ccco2)CCCC3)cc1OC	-6	-3	0	-1	-8	1.9	.	8	1	1
CCCCCCn1c(N2CCCC2)nc2c1c(=O)n(C)c(=O)n2C	.	0	2	-1	0	1.3	7	-19	3	6
COc1ccccc1CN(C)C(=O)c1ccccc1SCC(=O)N1CCCC1	17	-5	-2	-2	-11	-2.1	-9	12	-15	-1
COCCCn1c(C(=O)NCCN2CCOCC2)cc2c(=O)n3ccccc3nc21	19	0	3	-2	-1	-1.1	-26	0	0	0
COCCn1c(C)cc(C(=O)CSc2nc3ccccc3c(=O)n2C(C)COC)c1C (centres undefined)	-10	3	-3	1	-5	0.2	12	32	10	1
CCN1C(=O)[C@H]2[C@@H](c3ccc(C)cc3)N3C(=O)N(c4cccc(Cl)c4)C(=O)[C@@]3(Cc3ccccc3)[C@H]2C1=O	1	-1	2	-2	8	-1.3	-3	-7	-10	.
COc1ccc(-c2cc3c(=O)n(CC(=O)NCCCN4CCC(N5CCCCC5)CC4)ncn3n2)cc1	41	9	-6	5	0	-2.2	-7	-4	-19	6
CCc1cccc(CC)c1NC(=O)COC(=O)/C(C#N)=C/c1ccc(OC)cc1	2	-3	1	1	-2	0.7	7	-4	-12	-4
Cc1ccccc1NC(=O)c1ccc2c(c1)OCCO2	67	15	-1	.	0	2.5	-33	-36	-7	-4
Cn1cc(-c2ccccc2C(=O)O)c(=O)c2cc(Cl)ccc21	-14	2	-1	0	7	0.5	-8	-7	-14	-1
NC(=O)CSc1nnc(C2CC2)n1-c1ccccc1	-12	-4	-1	.	-5	1.5	-18	10	-18	0
S=C(NCc1ccccc1)NCc1ccc2c(c1)OCO2	-11	-5	1	-3	5	-1.7	-4	4	8	-1
COc1ccc(-n2nc(C(=O)NCC(=O)N3CCCCCC3)c3ccccc3c2=O)cc1	77	2	2	4	2	0.2	.	-5	0	-4
CCN1CCN(C(=O)C2CCCN(S(=O)(=O)c3ccc(OC)c(OC)c3)C2)CC1 (centres undefined)	.	-1	7	0	-5	-2.4	.	2	-5	-1
Cc1cccc(CSc2ccc3nnc(-c4ccccn4)n3n2)c1	6	-1	-3	1	-11	-0.5	9	3	-6	10
COc1ccc(-c2cc(C)no2)cc1S(=O)(=O)N1CCN(c2ccccc2F)CC1	-14	4	0	-4	-1	1.2	40	-23	-10	0
CC(OC(=O)c1nc(Cl)ccc1Cl)C(=O)Nc1ccc2c(c1)OCCO2 (centres undefined)	-6	8	0	-1	1	-0.5	42	-21	-8	-2
COc1ccc(N(CC(=O)NCc2ccncc2)S(=O)(=O)c2ccccc2[N+](=O)[O-])c(OC)c1	6	5	2	-3	2	-2.2	-4	0	-13	-2
COc1ccc(OC)c(S(=O)(=O)N2CCCC(C(=O)NCc3cccnc3)C2)c1 (centres undefined)	-2	12	-3	-2	-7	-1.1	.	-35	4	4
O=C1OCC2=C1C(c1ccc3c(c1)OCO3)c1cc3c(cc1O2)OCO3 (centres undefined)	3	-3	-2	-3	-2	-1.2	5	12	-7	-1
Nc1ccc(N=Nc2ccccc2Cl)c(N)n1	41	-1	1	37*	5	-0.5	10	2	4	.
O=C(COc1ccc(Cl)cc1Br)NC(=O)NC1CCCC1	152*	-2	-1	54*	-6	-1.4	34	-13	-6	-1
O=c1[nH]c(=O)c2nnc(N/N=C\c3ccc(O)cc3)nc2[nH]1	4	-4	-1	-2	-2	-2.1	-12	4	-11	0
CN(C)C(=O)CN(c1ccc2c(c1)OCO2)S(C)(=O)=O	-2	-5	-4	2	4	0.1	-15	13	-13	0
O=C(c1ccc(=O)[nH]c1)N1CCN(S(=O)(=O)c2ccc(Cl)cc2)CC1	1	-4	3	0	-12	1.2	-5	6	-17	-1
COc1ccc(C(C)=O)cc1COc1ccc(Cl)cc1Cl	.	.	-1	0	15	0.2	53	.	10	2
CN(CC(=O)Nc1cccc(F)c1)C(=O)CC1CC2CCC1C2 (centres undefined)	8	4	3	0	-12	1.5	-7	10	-10	-3
CCn1c(=O)cc(OCC(=O)N(C)C2CCCCC2)c2ccccc21	.	1	-3	-1	-7	0.9	44	-37	-3	-1
CC(=O)Nc1ccccc1OCC(=O)NC(C)c1ccccc1 (centres undefined)	-12	1	3	-4	3	-0.6	-15	0	-8	-3
CCCn1c(SCC(=O)c2ccc3c(c2)OCCO3)nnc1-c1ccco1	6	4	6	.	-11	-1.1	-21	10	-6	1
CCOC(=O)c1cn(CC(=O)Nc2cccc(Cl)c2C)nn1	.	-1	1	.	6	0.2	-8	-38	-1	-5
O=S(=O)(NCCc1ccccc1)c1ccc(S(=O)(=O)N2CCCCC2)cc1	-2	6	1	0	-5	-0.9	-18	2	-12	7
CCN(CC)S(=O)(=O)c1ccc(Cl)c(NC(=O)COc2ccc3c(C)cc(=O)oc3c2)c1	-1	-1	4	-2	2	-1.1	18	-17	-2	0
O=C(CCN1C(=O)/C(=C/c2ccccc2F)SC1=S)NCCCn1ccnc1	1	4	-3	-2	-11	0.1	7	2	-13	6
Cc1cccc(C)c1OC(=O)C(c1ccccc1)c1ccccc1	-5	-4	3	-2	4	-1.4	-14	11	-6	-7
Cc1c(-c2ccccc2)[nH]n2c(=O)c3c(nc12)CCCC3	56	2	0	17	-3	-0.2	0	18	-17	-2
COC(=O)C1=C(N)OC2=C(C(=O)CC(C)(C)C2)C1c1cccs1 (centres undefined)	.	0	-1	-2	-3	-3.0	i	-2	-6	6
Nc1c(-c2ccccc2)c(CN2CCOCC2)nn1-c1cccc([N+](=O)[O-])c1	-6	-1	0	-1	-9	0.5	-12	-22	-17	-1
CCOc1ccc(CNc2ccc(N3CCCC3)cc2)cc1	4	5	1	-5	-7	0.1	28	0	-1	-1
CC(C)CCNC(=O)C1CCN(S(=O)(=O)c2ccc3nc4c(c(C(=O)O)c3c2)CCCCC4)CC1	-4	1	-3	-2	-6	0.2	-10	-16	-4	-1
COC(=O)c1cc(S(=O)(=O)N(Cc2ccccc2)C(C)(C)C)c[nH]1	6	2	0	-2	-10	.	10	-11	5	1
Cc1cc(N2C(=O)CC(C(C)c3ccccc3)C2=O)no1 (centres undefined)	9	0	-8	.	-1	-1.6	6	8	-8	-1
CCN1CCN(S(=O)(=O)c2c(C)cc(C)cc2C)CC1	-17	-3	-2	-1	1	0.7	-6	12	-1	4
Continuation.
SMILES	MITF TRPM1 HTS	HTR5A ag	V-ATPase pHluor	Wnt bcat act	dFosB activator	CDK5 inh	SR-BI DiI inh	HTR5A inv ag	PvdQ inh	NSD2 HMT inh
CCOc1ccc(Oc2ccccc2NC(=O)C2=COCCO2)cc1	6	11	-1	0	1	1.1	7	-65	9	0
COc1ccccc1C(=O)NCCC(=O)NC1CCC(C)CC1 (centres undefined)	?	2	4	-5	-6	-4.3	-7	-4	-4	-1
CCn1ncc(/C=N/NC(=O)c2ccc3c(c2)OCO3)c1C	-17	0	-2	-4	-1	1.0	-5	2	-4	-2
Cn1c(CCN2CCCC2)nc2cc(NS(=O)(=O)c3ccccc3)ccc21	-12	-4	-2	2	7	-0.9	-18	15	-3	-2
COc1ccc(C(CC(=O)O)NS(=O)(=O)c2ccc3c(c2)NC(=O)CO3)cc1 (centres undefined)	6	0	-1	1	0	0.1	.	-20	-6	0
O=C(NCc1ccccc1)NC(=O)c1ccc(Cl)cc1	8	6	1	0	-7	-6.5	-20	-15	-18	-1
CCOC(=O)N1CCC(N2C(=O)c3ccc(C(=O)NCc4ccc(F)cc4)cc3C2=O)CC1	-3	0	4	-2	?	0.1	30	-1	-19	.
C[C@H]1CN([C@@H](C)CO)C(=O)c2cc(NC(=O)C3CCCCC3)ccc2O[C@H]1CN(C)C(=O)Nc1ccc2c(c1)OCO2	0	0	5	-4	7	-2.4	39	-18	5	.
